RGS4 pot: RGS4 potentiators or activators, primary screen, cell-based, HEK293 M3R inducible RGS4, calcium flux; carbachol calcium flux Fluo4; stronger effect = lower value; actives 0.92% (n = 310,000); B-score at 10 µM;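 active means B-score of the integrated calcium signal more than 4 SD below the library mean, with starting fluorescence not abnormally high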;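 further: negative B-score means reduced calcium response which marks RGS4 activation or potentiation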
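System: HEK293 FlpIn-TREx cells, stable M3R, doxycycline-inducible RGS4. Timing: overnight RGS4 induction, 30 min dye load 37 °C, 20 min compound RT. Also added: carbachol, ECmax concentration. Measured by: Fluo4 fluorescence kinetic imaging of calcium. Evaluation: integrated calcium ratio converted to B score.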
TRPC6 activator: mouse TRPC6 channel activators, primary screen, cell-based, HEK293, membrane potential dye. Short transient receptor potential channel 6 (Mus musculus), Q61143. HEK293-TRPC6 membrane potential dye fluorescence; stronger effect = higher value. B-score at 10 µM. actives 0.13% (n = 310,000). AID 2550, 2010;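 active means B-score of the integrated fluorescence ratio above library mean plus 3 SD, and starting fluorescence ratio within library mean plus 5 SD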;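 further: higher score means more depolarization so channel activation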
MrgX1 allo act: positive allosteric modulators of MrgX1, primary screen, HEK293 cells, Fluo-4 calcium flux; actives 0.63% (n = 310,000); AID 588675, 2011; FDSS; stronger effect = higher value; B-score at 10 µM;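 active means plate-corrected calcium response at least 3 library SD above typical, normal starting fluorescence, not activating the receptor alone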;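 further: compound read alongside a low EC10 to EC30 dose of BAM8-22 agonist; peak minus trough fluorescence over baseline measured at the second addition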
Target sequence (Q96LB2 whole entry, looked up): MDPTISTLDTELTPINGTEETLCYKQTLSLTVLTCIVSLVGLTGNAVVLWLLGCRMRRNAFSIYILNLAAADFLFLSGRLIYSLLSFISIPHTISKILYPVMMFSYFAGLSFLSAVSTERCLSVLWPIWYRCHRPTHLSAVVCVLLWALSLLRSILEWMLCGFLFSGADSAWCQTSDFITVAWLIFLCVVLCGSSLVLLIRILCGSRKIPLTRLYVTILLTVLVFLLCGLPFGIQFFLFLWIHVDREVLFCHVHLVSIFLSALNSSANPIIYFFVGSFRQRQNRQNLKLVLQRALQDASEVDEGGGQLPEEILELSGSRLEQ
TRPC6 inhibitor: mouse TRPC6 channel inhibitors, primary screen, cell-based, HEK293, membrane potential dye. Short transient receptor potential channel 6 (Mus musculus), Q61143. ACh-evoked depolarization; stronger effect = lower value. B-score at 10 µM. actives 1.1% (n = 310,000). AID 2553, 2010;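 active means B-score under library mean minus 3 SD, initial fluorescence not abnormally high, positive integrated signal ratio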;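 further: B-score derived from integrated fluorescence ratio over the kinetic read; more negative B-score means stronger inhibition of depolarization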
HIF act: HIF pathway transcriptional activators, primary screen, cell-based, U2OS HRE-luciferase, luminescence | activation, % at 7.5 µM (by protocol) | U2OS HRE-luciferase reporter; normalized: DMSO 0%, desferrioxamine 100% | AID 1910, 2009 | actives 0.32% (n = 300,000);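 active means mean activation of at least 10% of the iron chelator positive control signal, with at least half of replicates also reaching 10%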
RGS4 inh: RGS4 inhibitors, primary screen, cell-based, HEK293 M3R inducible RGS4, calcium flux; Fluo-4 calcium flux; stronger effect = higher value; triggered by carbachol at its EC20; B-score at 10 µM; actives 0.45% (n = 310,000); AID 463165, 2010;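 active means B-score, a plate-corrected calcium signal, over three deviations above library mean, with baseline fluorescence within five deviations of library mean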;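 further: RGS4 expression induced by doxycycline in cells with stable M3 receptor; B-score is computed from the integrated fluorescence ratio over baseline after carbachol; higher B-score means a larger calcium signal and so more RGS4 inhibition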
Target sequence (P49798 whole entry, looked up): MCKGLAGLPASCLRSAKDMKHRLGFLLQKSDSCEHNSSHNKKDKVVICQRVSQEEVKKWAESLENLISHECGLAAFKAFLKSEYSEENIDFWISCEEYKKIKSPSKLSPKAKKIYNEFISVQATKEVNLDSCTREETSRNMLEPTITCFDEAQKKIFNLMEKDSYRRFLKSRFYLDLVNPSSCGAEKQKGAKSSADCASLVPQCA
TRPC4 block: inhibitors of mouse TRPC4 channel, primary screen, Fluo4 calcium, HEK293 TRPC4beta/mu-opioid cells; Short transient receptor potential channel 4 (Mus musculus), Q9QUQ5; DAMGO-evoked Fluo4 calcium flux; stronger effect = lower value; B-score at 10 µM; actives 0.39% (n = 300,000); AID 2247, 2010;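 active means B-score over 3 SD under the library average, no early fluorescence shift, positive overall ratio signal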
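Assay system: Stable TRPC4beta/mu-opioid receptor HEK293 cells | Reagent: DAMGO in two steps, submaximal then maximal | Compound dosing: Single concentration per test compound | Signal: Fluo4 Ca2+ flux fluorescence | Evaluation: Per-well B score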
MrgX1 agonist: agonists of human MrgX1 receptor, primary screen, HEK293 cells, Fluo-4 calcium flux. Mas-related G-protein coupled receptor member X1 (Homo sapiens), Q96LB2. Fluo-4 calcium fluorescence, agonist mode; stronger effect = higher value. B-score at 10 µM. actives 0.44% (n = 310,000);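 active means calcium response B-score plate-corrected fluorescence ratio at least 3 library SD, with starting fluorescence B-score inside 5 SD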
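System – MrgX1-expressing HEK293 cells · Incubation – cells plated overnight, dye loaded 0.5 h 37 °C, 0.5 h room temperature · Technique – kinetic Fluo-4 NW fluorescence of intracellular calcium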
Platelet DG rel: inhibitors of platelet dense granule secretion, primary screen, cell-based, MLPCN, human platelets. human platelet-rich plasma, SFLLRN dense granule ATP release, luminescence. inhibition, %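 (compounds screened at 7.5 µM in platelet-rich plasma)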. actives 0.22% (n = 300,000). AID 1663, 2009;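 active means mean replicate score, as percent of positive control, at or above 50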
MrgX1 antag: antagonists of human MrgX1 receptor, primary screen, HEK293 cells, Fluo-4 calcium flux. BAM8-22 antagonism; stronger effect = lower value. actives 1.3% (n = 310,000). AID 588676, 2011. B-score at 10 µM;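 active means calcium-response B-score plate-corrected more than 3 library SD below zero, starting fluorescence within 5 deviations, no agonist response on first addition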;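 further: peak minus trough fluorescence over baseline after final BAM8-22 challenge near maximal dose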
SKKanGAS inh: S. pyogenes SKKanGAS growth inhibitors in kanamycin, primary screen, streptokinase expression inhibitor project, SKKanGAS strain, BacTiter-Glo luminescence; inhibition, % at 7.5 µM; actives 1.3% (n = 300,000); AID 1662, 2009; 6 h;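 active means mean replicate score, as percent of positive control median, at least 50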;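 further: strain carries kanamycin resistance gene driven by streptokinase promoter and grows in 40 µg/ml kanamycin; loss of luminescence reflects streptokinase promoter inhibition or plain growth inhibition; 0% = median of DMSO wells and 100% = positive control at its reference dose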
Starred values were filed as active, the others as inactive; i = inactive; x = no result given. The order is random; overall some 6.1% were active at least once.

Fields: SKKanGAS inh, Platelet DG rel, RGS4 pot, RGS4 inh, MrgX1 agonist, TRPC6 inhibitor, MrgX1 allo act, MrgX1 antag, TRPC4 block, HIF act, TRPC6 activator
Cc1cccc(N(Cc2cc3ccc(C)cc3[nH]c2=O)C(=O)c2ccco2)c1
 : -2.0, 2.4, i, i, i, i, i, i, i, 0.3, i
O=C(Nc1cccc(C(F)(F)F)c1)c1cccc(NS(=O)(=O)c2ccc(Br)c(C(=O)O)c2)c1
 : 8.6, -9.3, i, i, i, i, i, i, i, 1.2, i
COCCn1c(SCc2csc(-c3ccccc3)n2)nc2ccccc21
 : 0.4, 2.5, i, i, i, i, i, i, i, 0.1, i
CCOc1ccc(CNC(=O)CCc2cn(C)c3ccccc23)cc1OC
 : -6.1, 2.6, i, i, i, i, i, i, i, -0.1, i
CCN(CC)C(=O)COc1ccc(-c2ccccc2)cc1
 : 4.4, 22.2, i, i, i, i, i, i, i, 2.1, i
O=C(NCCC1CCCCN1S(=O)(=O)c1ccc(F)cc1)C(=O)NC1CC1 (stereo not drawn)
 : -3.2, 4.5, i, i, i, i, i, i, i, -0.8, i
O=C(CSc1nc2c(c(=O)[nH]1)CCC2)Nc1cccc(Cl)c1
 : 3.8, 0.5, i, i, i, i, i, i, i, 0.6, i
CCOc1ccc2c(c1)nc(SCC(=O)c1cccs1)n2C
 : -5.2, -0.9, i, i, i, i, i, i, i, 2.9, i
COc1ccc(C(=O)NC2(C(F)(F)F)C(=O)Nc3c2c(=O)[nH]c(=O)n3CCc2ccc(OC)c(OC)c2)cc1 (stereo not drawn)
 : 9.2, 3.8, i, i, i, i, i, i, i, -0.2, i
CCOc1ccc(-c2ccc(/C=C3/C(=N)N4C(C)=CSC4=NC3=O)o2)c([N+](=O)[O-])c1
 : 28.1, -12.8, i, i, i, i, i, i, i, -1.9, i
O=C(CNC(=O)C12CC3CC(CC(C3)C1)C2)OCc1cc(=O)n2cc(Br)ccc2n1
 : 2.8, -6.3, i, i, i, i, i, i, i, -0.7, i
CCOC(=O)c1cc(NC(=O)N(CC)C2CCCCC2)c(C)nc1C
 : 11.2, -3.4, i, i, i, i, i, i, i, -0.5, i
O=C(O)c1cc(NCc2c(F)cccc2Cl)ccc1N1CCOCC1
 : 9.0, 5.0, i, i, i, i, i, i, i, -0.2, i
Cc1ccnc(NS(=O)(=O)c2ccc(NC(=O)Cc3cccs3)cc2)n1
 : -3.7, -3.8, i, i, i, i, i, i, i, 0.0, i
CC(=O)Nc1ccc(-c2csc(NC(=O)CC(NC(C)=O)c3ccccc3)n2)cc1 (stereo not drawn)
 : 14.0, -1.7, i, i, i, i, i, i, i, 0.5, i
O=C(NN1C(=O)c2ccccc2NC1c1ccoc1)c1ccccc1 (stereo not drawn)
 : -4.8, -1.6, i, i, i, i, i, i, i, -0.6, i
CCN(CC)c1ncnc2c1cnn2Cc1ccc(C)cc1
 : 2.1, 4.5, i, i, i, i, i, i, i, -0.5, i
Cc1cc(C)nc(NS(=O)(=O)c2ccc(NC(=S)NC(=O)c3cccnc3)cc2)n1
 : -2.0, -4.2, i, i, i, i, i, i, i, 0.0, i
O=C(Nc1ccccc1)OCCNC(=O)c1ccccc1
 : -1.6, -24.1, i, i, i, i, i, i, i, 0.0, i
CCCC(=O)N(Cc1cc2cccc(C)c2[nH]c1=O)c1ccccc1OC
 : -1.3, 3.1, i, i, i, i, i, i, i, -0.8, i
CC(=O)c1ccc(O)c(CSc2nncn2C)c1
 : -2.5, -0.8, i, i, i, i, i, i, i, -0.1, i
CC(O)CNc1nc2c(c(=O)n(Cc3ccc(Cl)c(Cl)c3)c(=O)n2C)n1C (stereo not drawn)
 : 10.5, 0.3, i, i, i, i, i, i, i, -0.1, i
CCc1ccc(N2C(=O)c3ccc4c5c(ccc(c35)C2=O)CC4)cc1
 : 14.0, 0.2, i, i, i, i, i, i, i, 0.9, i
Cn1c(N)c(C(=O)CSc2ccc3c(c2)OCCO3)c(=O)n(C)c1=O
 : 12.0, 0.1, i, i, i, i, i, i, i, 1.1, i
O=C(NCCNC(=O)c1ccco1)c1ccc(F)cc1
 : -2.1, 6.3, i, i, i, i, i, i, i, 0.0, i
CC(CCc1ccccc1)NC(=O)CCC(=O)N1CCC(C(N)=O)CC1 (stereo not drawn)
 : 1.7, -2.1, i, i, i, i, i, i, i, -0.4, i
CCOc1ccccc1NC(=O)Cn1cnc2c(nnn2-c2cccc(OC)c2)c1=O
 : -3.3, 15.3, i, i, i, i, i, i, i, -0.5, i
COc1ccc(C2/C(=C(/O)c3ccccc3)C(=O)C(=O)N2CCO)cc1 (stereo not drawn)
 : -4.3, -45.6, i, i, i, i, i, i, i, 0.4, i
O=S(=O)(c1ccc2nc(-c3ccccc3)[nH]c2c1)N1CCN(c2ccc(Cl)cc2)CC1
 : 18.6, 11.5, i, i, i, i, i, i, i, -2.0, i
O=C1C(Cc2ccc(Br)cc2)SC(=Nc2ccccc2)N1c1ccccc1 (stereo not drawn)
 : 21.5, -1.0, i, i, i, i, i, i, i, -0.2, i
COC(=O)c1ccccc1NC(=O)C1CCN(C(=O)c2cc(OC)cc(OC)c2)CC1
 : -5.6, 2.3, i, i, i, i, i, i, i, -1.2, i
CCCCC(=O)N1CC2(C)CN(C(=O)CCCC)CC(C)(C1)C2=O
 : 0.0, 0.7, i, i, i, i, i, i, i, -0.5, i
CCOC(=O)C1=C(CSc2nc3ccccc3s2)NC(=O)NC1c1ccc(OC)cc1 (stereo not drawn)
 : 13.4, 5.3, i, i, i, i, i, i, i, -0.4, i
O=C(O)CCC(=O)NCc1ccc(F)cc1
 : 0.1, 1.0, i, i, i, i, i, -6.29*, i, 0.2, i
C=CCn1c(SCC(=O)O)nnc1-c1ccccc1
 : -0.6, 2.0, i, i, i, i, i, i, i, 0.0, i
Nc1c(-c2ccsc2)cnc2ncnn12
 : -7.8, -5.4, i, i, i, i, i, i, i, -0.1, i
COc1ccc(-n2nc3c(c2NC(=O)C(C)Oc2ccccc2)CS(=O)C3)cc1 (stereo not drawn)
 : -8.2, -8.4, i, i, i, i, i, i, i, -0.1, i
C=C(C)C1CC=C(C)/C(=N/NC(=O)COc2cccc(C)c2)C1 (stereo not drawn)
 : -9.4, -4.9, i, i, i, i, i, i, i, -0.1, i
CNc1ccc(SC#N)cc1
 : -4.0, -6.0, i, i, i, i, i, i, i, -0.1, i
CCCCNC(=O)c1nn2c(C(F)(F)F)cc(-c3ccc(OC)cc3)nc2c1Br
 : 3.6, -8.1, i, i, i, i, i, i, i, -0.5, i
N#Cc1c(N)sc(=S)c2c1CCCC2
 : 0.5, -0.5, i, i, i, i, i, i, i, 0.0, i
CCN(CC)C(=O)CSc1nc2ncc(Cl)cc2[nH]1
 : -0.4, -20.9, i, i, i, i, i, i, i, 0.4, i
Cc1cc(Cl)cc(C)c1OCCn1ccnc1
 : 3.5, -1.5, i, i, i, i, i, i, i, 0.2, i
CCOC(=O)C1CCCN(C(=O)c2ccccc2[N+](=O)[O-])C1 (stereo not drawn)
 : -1.8, 10.9, i, i, i, i, i, i, i, -0.1, i
O=S(=O)(Nc1cccnc1)c1ccc(Cl)c(C(F)(F)F)c1
 : x, -26.9, i, i, i, i, i, i, i, 0.3, i
Cn1cccc1/C=C1\SC(=O)N(c2ccc(O)cc2)C1=O
 : -0.2, 7.8, i, i, i, i, i, i, i, 2.3, i
Oc1ccc(Cl)cc1C1=NNC(c2ccc(Cl)cc2)C1 (stereo not drawn)
 : 96.2*, -0.5, i, i, i, i, i, i, i, 3.3, i
c1ccc(CNn2nnnc2-c2ccccc2)cc1
 : -8.8, 0.2, i, i, i, i, i, i, i, -0.1, i
CCS(=O)(=O)Nc1c(C(=O)O)[nH]c2ccccc12
 : 7.9, 7.3, i, i, i, i, i, i, i, 0.1, i
COc1ccc(-c2oc(=O)n(C)c2-c2ccc(OC)cc2)cc1
 : 10.6, -22.9, i, i, i, i, i, i, i, -28.0, i
CCc1nc(NCCO)c(C#N)c2c1CCCC2
 : -3.0, 16.6, i, i, i, i, i, i, i, 0.3, i
CC1(C)CC(NC(=O)N2c3ccccc3Sc3ccccc32)CC(C)(C)N1
 : 1.4, -67.4, i, i, i, i, i, i, i, 0.0, i
COc1cccc(CNC(=O)CCNC(=O)C2CCN(S(=O)(=O)c3ccc(F)cc3)CC2)c1
 : 4.7, -9.9, i, i, i, i, i, i, i, 0.1, i
COc1cccc(CCc2nc3ccccc3c(=O)n2N)c1
 : -1.4, -20.0, i, i, i, i, i, i, i, 2.2, i
Cc1c2cnn(CC(=O)NCCCN3CCCCC3)c(=O)c2c(C)n1Cc1ccccc1
 : 5.0, 0.1, i, i, i, i, i, i, i, 0.1, i
CCC(=O)N(C1=C(NC(C)C)C(=O)c2ccccc2C1=O)C(C)C
 : 6.8, -1.8, i, i, i, i, i, i, i, -0.1, i
CCOC(=O)N1CCC(N2CCN(c3cc(C)ccc3C)CC2)CC1
 : -16.6, -1.8, i, i, i, i, i, -8.8*, i, -0.3, i
Cc1cc(N=Nc2ccc(Cl)cc2)cc(CN2CCCC2)c1O
 : -1.1, 2.0, i, i, i, i, i, i, i, 1.6, i
CN1C(=O)NC(c2ccccc2)C2=C1CN(Cc1ccco1)C2=O (stereo not drawn)
 : -3.1, -0.4, i, i, i, i, i, i, i, 0.0, i
CCN(CC)C(=O)Cn1c(=O)n(-c2ccc(CC(=O)NCc3ccccc3)cc2)c(=O)c2sccc21
 : -7.9, -1.7, i, i, i, i, i, i, i, -0.4, i
N#Cc1cccnc1N1CCN(C(=O)c2ccccc2)CC1
 : 0.7, 4.4, i, i, i, i, i, i, i, 0.1, i
CC(=O)N1CCCN(Cc2cn(-c3ccc(C)cc3)nc2-c2cccc(C)c2)CC1
 : -14.3, 23.4, i, i, i, i, i, i, i, 0.6, i
C=CCNc1nc(N(c2ccccc2)c2ccccc2)nc(-n2ccnc2)n1
 : 18.2, 2.5, i, i, i, i, i, i, i, -1.2, i
